High-throughput results: PubChem, Sanford-Burnham Center for Chemical Genomics
UPR CHOP act: activators of apoptotic arm of unfolded protein response (CHOP) | activation, % at 10 µM | 330,000 compounds, 0.34% hits | CHO-CHOP luciferase reporter, UPR activation, luminescence; percent of tunicamycin response over DMSO baseline;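 active = at 10 µM dose, activation of 40% or more, normalized to positive control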;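 note: 100% = tunicamycin at 10 µg/mL and 0% = DMSO alone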
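Assay system: CHO cells with stable CHOP pathway luciferase reporter; Buffer or medium: F12 plus 10% serum; Times: 16-18 h cell attachment, then 6 h compound exposure, 37 °C; Signal: luciferase luminescence; Read-out basis: percent activation relative to tunicamycin control; Control set: tunicamycin high control, DMSO low control.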
EBI2 block: EBI2 (human) antagonism | P32249 | EBI2 beta-arrestin recruitment, luminescence, 7a,25-OHC stimulated | inhibition, % at 5 µM | 360,000 compounds, 0.81% hits; in the data active = inhibition above about 38%;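 note: enzyme fragment complementation signal reports receptor beta-arrestin coupling in cells; 0% = agonist plus DMSO wells and 100% = wells without agonist; some results beyond the cut were filed as inactive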
Target sequence (P32249 whole entry, looked up, the tested form may be a part): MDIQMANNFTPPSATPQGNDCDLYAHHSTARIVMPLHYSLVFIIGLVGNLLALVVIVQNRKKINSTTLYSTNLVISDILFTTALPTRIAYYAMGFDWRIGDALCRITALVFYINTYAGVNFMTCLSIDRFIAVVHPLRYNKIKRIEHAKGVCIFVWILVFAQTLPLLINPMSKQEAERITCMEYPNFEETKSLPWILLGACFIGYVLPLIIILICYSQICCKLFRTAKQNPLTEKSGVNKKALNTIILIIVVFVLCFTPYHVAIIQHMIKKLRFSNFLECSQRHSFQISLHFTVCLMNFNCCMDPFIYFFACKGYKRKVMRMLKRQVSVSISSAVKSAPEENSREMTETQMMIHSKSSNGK
CCR6 antagonist: blocks CCL20-driven beta-arrestin recruitment at human CCR6; P51684; CHO-K1 CCR6 PathHunter beta-arrestin, luminescence, CCL20-stimulated; inhibition, % at 20 µM; 340,000 compounds, 0.49% hits;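 active = compounds whose inhibition of the agonist-driven luminescence signal at 20 µM reaches about 50%, limit read from the data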;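 note: cells stimulated with CCL20 at 14 nM final; plate controls were DMSO with CCL20 for no effect and DMSO without agonist for full effect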
Target sequence (P51684 whole entry, looked up): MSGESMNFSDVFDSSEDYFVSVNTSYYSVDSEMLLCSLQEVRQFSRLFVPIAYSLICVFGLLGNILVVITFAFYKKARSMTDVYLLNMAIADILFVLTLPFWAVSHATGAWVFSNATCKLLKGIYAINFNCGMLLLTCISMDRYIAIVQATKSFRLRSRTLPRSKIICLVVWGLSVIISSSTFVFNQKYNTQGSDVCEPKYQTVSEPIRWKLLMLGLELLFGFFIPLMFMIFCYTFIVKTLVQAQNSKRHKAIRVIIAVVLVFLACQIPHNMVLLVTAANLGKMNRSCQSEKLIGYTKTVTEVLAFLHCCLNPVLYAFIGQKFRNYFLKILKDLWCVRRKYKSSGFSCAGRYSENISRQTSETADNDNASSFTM
tim23-1 inh: inhibits growth of tim23-1 mutant yeast; S. cerevisiae tim23-1 growth, BacTiter-Glo luminescence, 24 h; inhibition, % at 20 µM; 330,000 compounds, 1.3% hits; AID 463212;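 active = growth inhibition of the mutant yeast at or above 50%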;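 note: temperature-sensitive mutant grown at 25 °C; plate controls were DMSO-treated mutant yeast for no effect and medium wells lacking yeast for full effect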
CXCR6 block: CXCR6 (human) receptor inhibition; O00574; CHO-K1 PathHunter CXCR6 beta-arrestin, luminescence; 360,000 compounds, 0.36% hits; inhibition, % at 20 µM; in the data active = inhibition above about 34%, passing the limit was not always enough;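 note: antagonist mode with CXCL16 agonist at 10 nM final; 0% = 10 nM CXCL16 with DMSO and 100% = unstimulated wells without agonist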
Target sequence (O00574 whole entry, looked up): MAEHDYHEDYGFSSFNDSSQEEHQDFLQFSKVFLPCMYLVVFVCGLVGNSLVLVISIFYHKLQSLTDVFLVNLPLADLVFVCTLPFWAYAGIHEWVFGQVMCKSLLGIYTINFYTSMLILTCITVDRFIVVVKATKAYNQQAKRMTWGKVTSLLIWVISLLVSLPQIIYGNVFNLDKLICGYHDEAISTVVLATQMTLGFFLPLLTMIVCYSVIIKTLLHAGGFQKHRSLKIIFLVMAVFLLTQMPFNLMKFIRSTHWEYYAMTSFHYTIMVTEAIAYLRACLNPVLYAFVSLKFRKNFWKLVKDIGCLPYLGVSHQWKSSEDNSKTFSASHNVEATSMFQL
Mdm2 MdmX PPI: inhibitors of human Mdm2/MdmX interaction. inhibition, % at 8 µM. SaOS-2 split-luciferase Mdm2/MdmX complementation, luminescence. 330,000 compounds, 3% hits. O15151+Q00987. AID 485346;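 active = inhibition of at least 50% at 8 µM in the primary screen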
APJ agonist: activates the human apelin receptor APJ. CHO-K1 APJ PathHunter beta-arrestin, luminescence; 0% DMSO wells, 100% apelin. 330,000 compounds, 0.11% hits. P35414. activation, % at 20 µM;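 active = activation more than six SD over the plate average, tested at 20 µM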;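 note: 0% = DMSO alone and 100% = apelin-13 at 10 nM; some results filed as inactive read as strong as hits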
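Test system: CHO-K1 APJ beta-arrestin complementation cell line. Amount: cell density 1000 per well. Controls: DMSO negative, 10 nM Apelin-13 positive. Signal: luminescent beta-gal fragment complementation, chemiluminescent substrate. Read-out basis: agonist-driven arrestin binding to APJ. Timing: compound stimulation 90 min at 25 °C, detection 60 min.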
APJ antagonist: blocks the human apelin receptor APJ; P35414; CHO-K1 APJ beta-arrestin complementation, luminescence; inhibition, % at 20 µM; 330,000 compounds, 0.32% hits;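 active = inhibition above about 40% at 20 µM, limit read from the data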;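 note: cells challenged with 10 nM apelin-13 agonist together with compound; plate controls were apelin-13 plus DMSO wells for no effect and DMSO wells lacking apelin-13 for full effect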
XBP1 UPR activ: activators of adaptive arm of unfolded protein response (XBP1). CHO-XBP1 luciferase reporter, IRE1-XBP1 UPR activation, luminescence; percent of tunicamycin response, DMSO as zero. activation, % at 20 µM. 330,000 compounds, 0.33% hits;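 active = versus positive control, 20 µM dose yields 30% or more activation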;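 note: 100% = tunicamycin at 10 µg/mL and 0% = DMSO only wells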
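assay system = CHO-XBP1 luciferase reporter cells | amount = 1000 cells/well | buffer or medium = F12 plus 10% FBS | compound dosing = single point, 20 µM final compound, 1% DMSO | incubation = 16-18 h cell attachment at 37 °C, then 6 h compound exposure | detection = Steady-Glo luminescence read | controls = tunicamycin 10 µg/mL and vehicle-only wells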
* hit, by the source's call; nt = no result given; & = joins results of further samples. These rows are one share of the data; the hit share may differ from the screen's.

SMILES	UPR CHOP act	EBI2 block	CCR6 antagonist	tim23-1 inh	CXCR6 block	Mdm2 MdmX PPI	APJ agonist	APJ antagonist	XBP1 UPR activ
COc1ccccc1N1CCN(CCCOc2ccc(F)cc2)CC1	-2.3	16.6	17.0	1.9	6.8	-4.3	-1.6	20.6	-2.5
C/C(=N\OC(=O)c1ccc(C)cc1)c1sc(C)nc1C	2.9	-10.8	-1.0	31.9	5.9	18.3	-1.0	8.0	1.3
CC(C)[C@H](NC(=O)c1ccc(F)cc1)C(=O)NC1=NCCS1	1.0	2.6	0.8	-0.3	-3.7	9.4	-0.7	-2.3	0.6
O=C(CSc1nc2ccccc2s1)NCc1cc([N+](=O)[O-])ccc1O	1.4	-6.7	6.6	5.5	-5.0	12.0	-6.1	20.5	-3.1
CCC(C(=O)Nc1ccc2c(c1)OCCO2)n1nnc2ccccc2c1=O (configuration not stated)	7.4	-1.9	10.5	0.9	-0.2	-36.6	-2.2	14.3	0.7
COc1ccc(OC)c(NC(=O)CCc2c[nH]c3ccccc23)c1	-1.4	9.2	6.1	1.9	-7.6	-3.9	1.8	20.9	0.7
Cc1cc(SCC(=O)N/N=C/c2ccc(C(=O)O)cc2)nc2ccccc12	-0.3	1.2	7.1	12.7	7.2	19.8	1.2	11.5	-5.0
COc1ccc2cc(C(=O)NCc3ccco3)c(=O)oc2c1	7.4	5.8	-22.9	-3.2	4.6	-63.5	-2.7	0.1	2.6
CCCSc1nnc(NC(=O)Nc2ccccc2OC)s1	3.2	-1.9	3.1	25.3	3.8	-49.1	3.4	9.7	2.2
Cc1cc(N2CCCC2)nc2ccc(NC(=S)NCCCN3CCC(C)CC3)cc12	2.3	-2.9	25.4	-56.6	9.2	100.3*	-1.0	15.3	-0.5
COC(=O)CSc1cc(C)nc(SC)n1	34.8	-3.2	-7.2	6.5	-3.2	12.6	-3.4	-5.9	1.1
N#CCC1c2ccccc2CCN1C(=O)Nc1cccc(Cl)c1 (configuration not stated)	0.9	-3.6	-8.3	14.8	-0.7	8.3	-1.9	31.6	-2.2
C[C@@]12C(=O)Nc3ccccc3C(=O)N1[C@H]1c3cc(Br)ccc3OC[C@@H]1[C@@H]2c1ccccc1	0.4	11.4	8.1	49.0	12.5	63.4*	0.1	-52.7	0.8
O=C(COC(=O)c1cc[n+]([O-])cc1)NC(=O)c1ccc(OC(F)F)cc1	1.2	-0.9	-15.7	-2.1	-2.8	14.8	-3.0	6.2	-0.3
CS(=O)(=O)Cc1cc(Sc2ccccc2)nc(-c2ccncc2)n1	-0.7	9.5	7.8	5.2	-0.4	1.6	-2.3	-1.3	0.7
Cn1nc(C(F)(F)F)c(/C=N/OC(=O)c2ccc(Cl)cc2)c1Cl	0.8	-2.2	21.0	5.9	7.4	11.6	-1.6	3.8	1.0
OCCCn1c(-c2ccccc2)csc1=Nc1ccccc1	0.8	5.3	11.6	41.9	8.6	7.0	-2.7	4.0	-2.2
O=[N+]([O-])c1cccc(-c2ccc(C(=S)N3CCN(c4ccc(F)cc4)CC3)o2)c1	2.8	-0.1	18.7	21.9	7.1	1.4	-0.7	-13.5	0.1
COc1ccc(CNC(=O)CN(c2cccc([N+](=O)[O-])c2)S(C)(=O)=O)cc1	-1.1	-4.6	-14.7	8.4	-1.3	17.5	0.4	15.0	-0.3
O=C(Nc1ccc2c(c1)CCCN2C(=O)c1ccccc1)c1ccccc1	4.9	-9.9	18.8	30.3	-6.2	-42.6	5.3	-4.8	-1.1
CCOC(=O)C1(Cc2cccc(F)c2)CCN(C(=O)COC)CC1	-0.8	13.0	5.1	11.4	-5.0	-7.6	-3.5	0.1	-1.9
COC(=O)c1cccc(-n2nnnc2SCC(=O)Nc2nc3c(s2)CCCC3)c1	-3.0	7.0	18.1	0.1	-0.7	1.9	-1.8	1.7	-5.5
COc1ccc(C#Cc2ccc3c(=O)c4ccccc4n(C)c3c2)cc1	1.2	nt	3.7	15.6	nt	7.6	12.4	-100.5	-2.5
NNC(=O)c1cc(-c2ccccc2)sc1N	1.9	6.2	8.8	17.9	-5.9	3.4	-3.8	6.5	1.5
CC(=O)c1ccc(NC(=O)CSc2ccc3nnc(-c4ccccn4)n3n2)cc1	1.2	-9.7	16.0	5.1	-0.8	25.4	0.6	-13.2	-2.3
c1ccc(-c2cn3c4c(sc3n2)CCCC4)cc1	-7.6	4.6&1.0	17.0&9.8	54.8*	-0.1&-3.6	33.3	-2.9	-20.9	-8.9
CCOC(=O)C1C(=O)C=C(C)C(C(=O)OCC)C1c1ccc(OC)cc1 (configuration not stated)	-2.3	-7.1	11.8	29.2	5.1	4.5	-4.3	11.6	-3.3
Cc1ccc(CNC(=O)C23CN(Cc4ccccc4)CC2C(c2ccc([N+](=O)[O-])cc2)=NO3)o1 (configuration not stated)	-2.4	-2.6	5.2	23.0	-6.3	-10.7	7.8	-40.7	-4.6
CCc1ccc(NC(=O)N[C@H](C(=O)O)C(C)CC)cc1 (some centres not stated)	2.7	-0.2	6.2	-1.2	-2.4	-7.4	-4.4	-30.8	-1.8
O=C(c1ccc2c(c1)OCO2)C1CCCN(C(=O)c2cnn(Cc3ccccc3)c2)C1 (configuration not stated)	3.6	16.5	3.3	11.2	0.4	-8.5	-5.4	8.9	-1.6
CC1CC1C(=O)Nc1ccc(-c2ccccc2)cc1 (configuration not stated)	6.7	-1.4	12.4	42.7	-3.7	-45.8	-1.1	19.6	2.0
COc1ccc(O)c(CN2CCN(C/C=C/c3ccccc3)CC2)c1	-0.2	6.4	8.5	0.4	9.6	11.8	-3.4	-0.4	-1.1
O=C(Nc1ccc2c(c1)CCC2)c1ccc(Br)s1	-0.7	-9.5	9.7	39.3	-2.2	-292.1	-0.1	8.9	0.5
CCN(CC(=O)NC1CCS(=O)(=O)C1)c1nc(-c2cccnc2)nc2ccccc12 (configuration not stated)	-1.3	6.6	-0.2	11.9	8.4	-9.7	-1.4	3.4	-2.6
O=C(Cn1nc(-c2ccc(Cl)cc2)ccc1=O)N1CCN(c2ccccc2)CC1	1.6	5.1	-17.9	16.6	1.9	8.8	0.0	5.4	-4.4
CC(CCN1CCN(c2ccccn2)CC1)c1ccccc1 (configuration not stated)	0.1	5.6	11.2	9.4	-4.4	8.4	-1.9	-8.9	-5.2
CC(C(=O)Nc1cccc(Br)c1)c1ccc([N+](=O)[O-])cc1 (configuration not stated)	-0.9	12.4	15.7	23.9	10.2	29.1	-3.2	-0.1	-4.1
CC(C)(NO)/C(=N\O)c1ccc(Cl)cc1	-4.1	1.0	5.2	3.5	6.8	16.1	1.2	-31.3	-4.7
CCc1ccc(C2CC(c3ccccc3Cl)Nc3nc(N)nn32)cc1 (configuration not stated)	-0.7	-6.5	3.6	21.6	-0.7	47.9	-2.3	-51.0	-1.3
COc1ccccc1-c1nnc(SC(C)C(=O)N2CCOCC2)o1 (configuration not stated)	-0.1	-10.6	13.3	-3.7	1.6	15.7	-3.5	-7.8	-0.9
Cc1nc2ncnn2c(C)c1CCC(=O)N1CCc2ccccc21	-4.0	-12.4	-3.6	4.8	0.1	-1.4	-4.1	-4.4	2.2
COc1ccc(CCn2c(C)cc(C(=O)COC(=O)c3cnccn3)c2C)cc1	-0.5	-7.2	9.6	22.6	11.1	-15.5	4.8	0.5	0.0
CCOC(=O)N1CCN(Cc2nc3cc(NC(=O)c4cccs4)ccc3n2CC)CC1	0.7	2.0	3.8	23.4	2.1	22.2	1.5	-6.2	0.9
COC(=O)CSc1c(-c2ccccc2)c2cc(Cl)ccc2[nH]c1=O	-2.5	1.2	1.1	19.4	-4.8	-3.1	-3.4	14.3	1.9
O=C(COc1ccccc1)Nc1cccc(S(=O)(=O)N2CCCC2)c1	-0.2	-13.6	4.9	20.5	2.1	24.7	3.2	18.6	0.6
O=C(Nc1cccc(F)c1)Nc1ccccn1	5.3	-0.9	-3.3	0.9	-9.6	-60.6	0.8	-2.5	3.0
CCOC(=O)N1CCN(S(=O)(=O)c2cn(C)c(=O)n(C)c2=O)CC1	1.6	-14.0	16.8	-11.1	-10.2	20.0	-6.0	-13.2	4.5
Cc1ccc(C2=Nc3ccccc3N=C(c3ccc([N+](=O)[O-])cc3)C2)c(O)c1	0.2	3.9	-1.2	-0.5	-3.8	35.1	1.7	3.5	4.3

Compound profiles (already shown). Values in the order: UPR CHOP act | EBI2 block | CCR6 antagonist | tim23-1 inh | CXCR6 block | Mdm2 MdmX PPI | APJ agonist | APJ antagonist | XBP1 UPR activ
`COc1ccccc1-c1nnc(SC(C)C(=O)N2CCOCC2)o1` (configuration not stated) is listed as -0.1 | -10.6 | 13.3 | -3.7 | 1.6 | 15.7 | -3.5 | -7.8 | -0.9
`O=C(Nc1cccc(F)c1)Nc1ccccn1` is listed as 5.3 | -0.9 | -3.3 | 0.9 | -9.6 | -60.6 | 0.8 | -2.5 | 3.0

(listing goes on)
SMILES	UPR CHOP act	EBI2 block	CCR6 antagonist	tim23-1 inh	CXCR6 block	Mdm2 MdmX PPI	APJ agonist	APJ antagonist	XBP1 UPR activ
COCCN1C=C2C(=O)C(C)(OC(=O)c3cccs3)C(=O)C=C2C=C1CCCC(=O)OC (configuration not stated)	-1.6	-18.6	-12.0	2.0	-26.6	21.7	21.2	-46.7	-1.9
COc1ccc(NS(=O)(=O)c2c(C)[nH]c(=O)[nH]c2=O)cc1OC	0.5	7.5	3.7	14.0	-11.2	-15.0	-4.7	0.7	-1.5
CC(CCc1ccccc1)NC(=O)c1cccs1 (configuration not stated)	-0.5	-6.2	-1.3	-5.6	-2.0	13.5	3.9	9.9	-2.1
CC1CCN(S(=O)(=O)c2ccc3c(c2)CC(C)N3C(=O)C2CCC2)CC1 (configuration not stated)	-0.1	0.8	20.4	45.1	-3.2	22.8	-3.5	3.1	-6.0
Cc1ccc2nc(C)c(C(=O)NN=C3CCCCCC3)n2c1	-2.4	-7.3	10.5	10.9	-16.8	13.6	2.2	-15.5	-1.7
CCOC(=O)C1CCN(CC(=O)c2ccc(O)c(C)c2O)CC1	-0.9	-2.5	2.6	-16.9	8.2	9.1	-5.3	6.7	-3.0
COC(=O)c1cc(Br)c(=O)n(CCN2CCOCC2)c1	-2.2	-1.6	7.0	1.0	1.3	3.5	-4.1	-6.1	0.0
O=CN1CCN(C(=O)c2ccccc2F)CC1	-0.3	-2.5	-3.0	-8.8	-20.2	19.9	-2.3	-6.6	-0.1
Cc1c(C(=O)O)sc2nc(/C=C/c3ccccc3OC(F)F)[nH]c(=O)c12	-0.5	-1.0	3.2	9.1	9.9	-6.1	0.2	-1.1	-1.0
CCOC(=O)CC/C(=N\NC(N)=O)c1ccc(OC)c(Cl)c1	-0.5	-12.4	14.4	-5.8	-3.4	14.1	1.0	1.9	2.7
O=C(c1ccco1)N1CCN(c2nnc(-c3ccccc3)c3ccccc23)CC1	-0.1	-38.4	2.3	51.0*	-5.7	-9.4	-1.0	3.8	-1.4
